Bioassay records as filed in PubChem.
Tn6 DDE FP: inhibitors of Tn6 peptide binding to human fibrin DD(E). inhibition, % at 8.3 µM. actives 0.21% (n = 370,000). P02675. Fibrin DD(E) TRITC-Tn6 fluorescence polarization displacement;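 active = inhibition above a per-campaign cutoff: mean of compounds within control limits plus 3 SD, cut at about 15% in these data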;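 also: 0% = median of all compound wells on the plate and 100% = blocking peptide control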
ADAM10 inh: inhibitors of human ADAM10. O14672. inhibition, % at 7 µM. recombinant ADAM10, EDANS/DABCYL FRET peptide cleavage, 3 h. actives 0.62% (n = 370,000);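 active = inhibition above a per-campaign cutoff equal to the mean of compounds falling between control-based bounds plus 3 SD, cut at about 20% in these data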;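 also: 0% = DMSO wells while the 100% control is not disclosed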
Target sequence (O14672 214-748 limits assumed): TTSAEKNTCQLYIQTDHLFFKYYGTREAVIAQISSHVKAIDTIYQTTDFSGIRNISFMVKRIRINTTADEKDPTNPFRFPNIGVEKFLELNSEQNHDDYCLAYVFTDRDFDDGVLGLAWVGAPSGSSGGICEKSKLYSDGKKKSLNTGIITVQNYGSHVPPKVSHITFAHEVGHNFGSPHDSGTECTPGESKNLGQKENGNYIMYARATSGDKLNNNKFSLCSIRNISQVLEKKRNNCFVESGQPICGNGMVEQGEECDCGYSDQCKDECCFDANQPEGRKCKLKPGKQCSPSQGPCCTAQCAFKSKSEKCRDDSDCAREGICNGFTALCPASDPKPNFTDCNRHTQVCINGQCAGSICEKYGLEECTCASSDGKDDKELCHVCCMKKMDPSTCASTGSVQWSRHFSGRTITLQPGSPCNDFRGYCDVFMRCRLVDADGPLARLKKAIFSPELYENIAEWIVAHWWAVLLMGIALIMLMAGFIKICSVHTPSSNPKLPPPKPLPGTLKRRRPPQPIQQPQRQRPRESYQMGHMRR
SIAE primary: blocks human sialic acid acetylesterase | Q9HAT2 | SIAE FP-Rh probe binding, fluorescence polarization | inhibition, % at 9.66 µM | AID 1053197 | actives 0.69% (n = 370,000);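 active = inhibition above a cutoff: mean of compounds within the control limits plus 3 SD of those, cut at about 17% in these data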;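 also: 0% = plate median of compound wells and 100% = probe without SIAE protein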
PLCg1 inh: blocks human PLC-gamma1 enzyme activity; inhibition, % at 12.2 µM; actives 0.84% (n = 370,000); P19174; purified PLC-gamma1, fluorogenic substrate, fluorescence; in the data active = inhibition above about 9.5%
Tn7 DDE FP: disrupts Tn7 cyclic peptide binding to fibrin D-Dimer-E complex; P02675; FP displacement of FITC-Tn7 peptide from fibrin DD(E); 0% = median of compound wells per plate; inhibition, % at 8.3 µM; actives 0.13% (n = 370,000); AID 720508;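 active = inhibition above the mean of compounds falling within the control limits plus 3 SD of them, cut at about 14% in these data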;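 also: 0% = plate median of compound wells and 100% = 10 µM Aha-Tn7 peptide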
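system = human fibrin DD(E) protein | quantity = DD(E) 2 µM final | medium = Tris/NaCl/CaCl2 buffer, pH 7.8 | also added = labelled Tn7 tracer, 0.1 µM | compound dosing = single point at 8.3 µM | timing = compound with protein 10 min, then 3 h after probe, room temperature | signal = FP measurement | benchmarks = Aha-Tn7 high control | repeats = one replicate per compound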
TDP2 inh: blocks human TDP2 phosphodiesterase activity; inhibition, % at 12.8 µM; actives 0.34% (n = 370,000); O95551; recombinant TDP2, T5PNP hydrolysis, p-nitrophenol absorbance 415 nm;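 active = inhibition above the mean of all tested compounds plus 3 SD, set per campaign, cut at about 25% in these data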;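 also: 0% = DMSO with enzyme and 100% = buffer with substrate but no TDP2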
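Assay system: Recombinant human TDP2 | Quantity: 120 nM TDP2 per well | Incubation: 2 h at 37 °C | Signal: Epi absorbance | Evaluation: Percent inhibition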
ADAM17 inh: ADAM17 inhibition, QFRET primary screen; inhibition, % at 6.95 µM; recombinant ADAM17, EDANS/DABCYL FRET peptide cleavage; actives 0.83% (n = 370,000);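 active = inhibition above the mean of compounds lying between control limits plus 3 SD, set per campaign, cut at about 8.5% in these data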;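 also: 0% = DMSO-only wells as the low control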
PLCb3 inh: PLC-beta3 (human) inhibition, primary screen | actives 0.18% (n = 370,000) | Q01970 | Purified PLC-beta3, fluorogenic substrate, fluorescence | inhibition, % at 12.2 µM; in the data active = inhibition above about 11%;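 also: 0% = median of compound wells on plate and 100% = full blocker control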
ASAP1 GAP inh: blocks human ASAP1-stimulated Arf1 GTP hydrolysis | GDP FP detection | Q9ULH1 | actives 0.19% (n = 360,000) | inhibition, % at 16.5 µM; in the data active = inhibition above about 25%;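 also: 0% = vehicle with enzyme and substrate and 100% = no enzyme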
ARFGAP1 inh: inhibitors of rat ARFGAP1. actives 0.26% (n = 360,000). Arfgap1-stimulated ARF1 GTP hydrolysis, GDP FP detection. inhibition, % at 16.5 µM. Q62848. AID 651572;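 active = inhibition above a per-plate limit, mean inhibition of low control wells plus 3 SD, cut at about 25% in these data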;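 also: 0% = DMSO wells with enzyme and 100% = wells lacking Arfgap1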
Target sequence (Q62848 1-136 limits assumed): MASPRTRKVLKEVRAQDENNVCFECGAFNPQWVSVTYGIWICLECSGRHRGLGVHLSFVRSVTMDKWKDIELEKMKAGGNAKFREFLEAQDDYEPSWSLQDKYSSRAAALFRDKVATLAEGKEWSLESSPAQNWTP
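system = rat Arfgap1 catalytic domain, aa 1-136 | technique = FP, GDP Alexa 633 tracer displaced from anti-GDP antibody, 620/688 nm | compound = one concentration, 16.5 µM, DMSO 1.26% | medium = HEPES-based buffer, pH 7.5 | timing = compound-enzyme preincubation 20 min, reaction 120 min, detection 60 min, 25 °C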
The depositor's hits bear a star; i = inactive. Compounds as they come (roughly 3.6% active in at least one column).

SMILES	Tn6 DDE FP	ADAM10 inh	SIAE primary	PLCg1 inh	Tn7 DDE FP	TDP2 inh	ADAM17 inh	PLCb3 inh	ASAP1 GAP inh	ARFGAP1 inh
CSC1=NC(C)(C)C=C(/C=C/c2c(Cl)cccc2Cl)N1	-14	12	-2	8	-9	-17	7	6	-1	-7
c1ccc2c(SCc3cn4cccnc4n3)ncnc2c1	-1	-56	6	-151	2	13	-23	-163	2	12
CSc1ncccc1C(=O)Nc1nc2ccc(Oc3ccccc3)cc2s1	-2	-15	-20	-17	3	6	-3	-21	19	9
CCN(CC)C(=O)CSc1nnc2cc(C)c3ccccc3n12	-2	0	3	-1	4	7	-4	-7	11	9
O=C(COC(=O)C1CC2C=CC1C2)Nc1ccc([N+](=O)[O-])cc1 (configuration not stated)	3	3	-3	-2	-8	0	2	-2	18	-3
O=C(Nc1ccc2cn[nH]c2c1)c1ccccc1F	-2	4	-7	1	-2	-2	0	2	-7	-1
O=C(CNC(=O)c1ccccc1F)NCc1cccnc1	-1	-1	0	2	-2	2	3	-3	1	-4
O=c1c2ccccc2ncn1Cc1ccc2c(c1)OCO2	-9	0	5	-4	-4	-5	-3	-4	3	5
Cn1c(SCC(=O)NCc2ccc(F)cc2)ncc(C(=O)Nc2ccccc2)c1=O	6	-8	-10	0	4	9	-4	-4	-6	4
COC(=O)c1c(-c2cccs2)csc1NC(=O)CN1CCOCC1	-4	10	2	-2	-2	1	-2	-6	7	3
Cc1ccc(NC(=O)CSc2ccccc2NC(=O)c2cccc(Cl)c2)cc1Cl	-2	7	-2	3	-8	-7	-1	2	18	0
Cc1ccc(CNC(=O)CCS(=O)(=O)c2cc(Br)cc3c2N(C(=O)C2CC2)CC3)o1	1	-7	3	2	0	-1	3	-5	3	6
Cc1cc(-c2nnc(CSc3nnc(NC(=O)c4ccc(C(C)(C)C)cc4)s3)o2)ccc1[N+](=O)[O-]	3	-1	-7	1	6	-6	-4	-7	5	-4
O=C(COC(=O)c1ccccc1Br)Nc1ccccc1F	-3	-12	13	0	-6	9	-2	-1	-7	-6
COc1ccc(Cc2noc(CN(C)CC3(N4CCOCC4)CCCCC3)n2)cc1OC	5	-14	7	-4	-4	2	-6	-11	-18	12
CCCCc1cc(=O)oc2cc(OCC(=O)N3CCc4ccccc43)ccc12	1	5	5	-1	-7	7	-3	-30	-3	4
CCOCCCn1c(=S)[nH]c2cc(C(=O)NCCCN(CC)CC)ccc2c1=O	3	-1	0	5	5	-13	0	-6	-2	-2
CCc1ccc(S(=O)(=O)NC2CCCCNC2=O)cc1 (configuration not stated)	9	-1	8	1	5	10	-4	-1	-7	-6
COc1cc(C(=O)OCC(=O)NCCN2C(=O)CSC2=O)ccc1OCc1c(C)noc1C	3	-6	-8	-1	-2	-3	-3	-9	-10	11
Nn1c(SCc2ccccc2)nnc1-c1ccccn1	-4	-3	-2	-1	-9	-4	-5	1	-8	6
Cc1cc(=O)c2cc(Br)ccc2[nH]1	2	-1	-3	2	-5	-3	-5	1	1	0
CC(C)c1ccc(CNC(=O)C(=O)Nc2nccs2)cc1	-2	-5	3	1	1	6	-4	3	10	6
CCn1c(N2CCN(S(=O)(=O)c3ccc(Cl)cc3)CC2)nc2ccccc21	-3	0	-3	0	2	3	0	-5	4	11
CCn1nc(C)cc1C(=O)N1CCCC(Nc2ccc(F)c(F)c2)C1 (configuration not stated)	1	-1	-7	6	6	-17	-7	-5	10	14
CCCCN(C=O)c1c(CC)nc2c(OCc3cccc(Cl)c3)cccn12	2	-3	2	2	-13	-8	5	5	-2	2

Filtered by structure: the compounds so far containing fluorine
SMILES	Tn6 DDE FP	ADAM10 inh	SIAE primary	PLCg1 inh	Tn7 DDE FP	TDP2 inh	ADAM17 inh	PLCb3 inh	ASAP1 GAP inh	ARFGAP1 inh
O=C(Nc1ccc2cn[nH]c2c1)c1ccccc1F	-2	4	-7	1	-2	-2	0	2	-7	-1
O=C(CNC(=O)c1ccccc1F)NCc1cccnc1	-1	-1	0	2	-2	2	3	-3	1	-4
Cn1c(SCC(=O)NCc2ccc(F)cc2)ncc(C(=O)Nc2ccccc2)c1=O	6	-8	-10	0	4	9	-4	-4	-6	4
O=C(COC(=O)c1ccccc1Br)Nc1ccccc1F	-3	-12	13	0	-6	9	-2	-1	-7	-6
CCn1nc(C)cc1C(=O)N1CCCC(Nc2ccc(F)c(F)c2)C1 (configuration not stated)	1	-1	-7	6	6	-17	-7	-5	10	14

Carrying on.
SMILES	Tn6 DDE FP	ADAM10 inh	SIAE primary	PLCg1 inh	Tn7 DDE FP	TDP2 inh	ADAM17 inh	PLCb3 inh	ASAP1 GAP inh	ARFGAP1 inh
CC(=O)Nc1sc(N/N=C/c2ccccc2F)nc1-c1ccc(C)cc1	3	0	4	-23	-5	0	-1	-38	2	-7
Cc1ccccc1CN1CCN(CC(=O)NCCCN2CCN(c3ccc(F)cc3)CC2)C1=O	-8	11	15	9.6*	-4	-15	4	13*	-12	-14
O=C1C(Cc2ccccc2)Nc2ncnc(N3CCN(c4ccccc4)CC3)c2N1Cc1ccc(Cl)cc1 (configuration not stated)	-4	15	1	1	-3	8	5	-2	7	-7
CC1(C(=O)NS(=O)(=O)C2CC2)CCCN(C(=O)c2ccccc2C(F)(F)F)C1 (configuration not stated)	2	3	-2	3	-4	4	4	5	-3	3
COc1ccc(C(=O)Nc2cccc(OC)c2)cc1	2	0	-9	-1	6	-7	-3	2	-14	7
Cc1cc(-c2ccco2)n(CC(=O)O)n1	-2	8	-4	1	-1	7	-4	6	-2	-5
CC(=O)c1cccc(NC(=O)c2cccc(S(=O)(=O)N3CCOCC3)c2)c1	0	10	-8	1	-3	8	1	-5	6	-1
CCN1CC(CN(C)Cc2cn(-c3ccc(C)cc3)nc2-c2cccc(C)c2)CC1=O (configuration not stated)	-2	13	-1	0	10	-5	-2	-3	-6	11
Cc1ccc(Cl)cc1NC(=O)COC(=O)CC1CCCCC1	0	7	-7	0	2	-3	2	1	-17	5
COc1ccc(-c2cn[nH]c2N)cc1OC	5	-2	3	-1	2	7	-4	-3	-5	-5
CC1=NNC(=O)C1CC(=O)N/N=C/c1sccc1C (configuration not stated)	-3	-2	2	0	-3	6	-1	-3	-1	-1
CCc1nc2c(OCc3ccc(C(=O)OC)cc3)cccn2c1N(C)C(=O)c1ccc(C)cc1	4	0	1	4	4	-2	-2	0	2	-17
O=C(NC1CCCc2ccccc21)C(Cc1ccccc1)NS(=O)(=O)c1cccs1 (configuration not stated)	0	-6	-6	0	4	-3	-4	1	-5	10
COc1ccccc1C1=NC(c2ccc(F)cc2)N=C1C (configuration not stated)	6	5	7	3	1	8	0	3	-6	3
CCOc1cc(C(=O)Nc2ccc(F)cc2)cc(Br)c1OC	0	-3	-9	-2	1	-1	4	-6	3	9
CCOc1c(C)cnc2c1c(=O)n(Cc1ccccc1F)c(=O)n2C	2	1	-2	-4	1	6	-8	-14	2	3
Nc1c(C(=O)N2CCOCC2)sc2nc(N3CCOCC3)c3c(c12)CCCC3	5	-163	-1	-424	1	-7	-63	i	-9	-2
CCCCNc1ccc2c(c1)OC[C@H](Cc1ccccc1)NS2(=O)=O	-5	-10	-1	-2	13	3	-2	-3	-3	0
CCC(C)(C)c1nnc(NC(=O)C2CCN(C(=O)c3ccco3)CC2)s1	-6	9	4	5	0	-13	0	-5	11	8
COc1ccc(-n2ncc3c(NCc4ccc5c(c4)OCO5)ncnc32)cc1	-1	-13	5	-2	-3	0	-5	-4	-13	0
COC(=O)[C@@H](NC(=O)/C=C/c1ccc(OC)cc1)C(C)C	0	-8	0	0	-8	3	-1	0	4	9
COc1cccc(CNCc2ccccn2)c1OC	1	4	-2	3	-5	-22	4	14*	-7	8
Nc1nonc1-n1nnc(C(=O)N/N=C/c2ccc(Cl)cc2Cl)c1CN1CCCCC1	-4	1	16	0	2	-4	0	-9	-4	-6
CC(C)(C)NC(=O)C1CCC(C)(C(=O)O)C1(C)C (configuration not stated)	-6	0	2	1	8	-2	-3	1	0	5
O=C(COc1ccc(Cl)cc1)Nc1ncc([N+](=O)[O-])s1	9	16	-4	8	-4	-21	7	6	5	2
CCn1cc(C(=O)O)c(=O)c2cnc(N3CCN(C(=S)Nc4ccc(F)cc4)CC3)nc21	6	-5	1	2	0	-10	0	-6	-9	1
COc1ccc(-c2nc(CCl)cs2)cc1OC	1	-176	5	-5	-5	-9	-66	-18	17	7
CN(CC(=O)Nc1ccc(F)cc1)C(=O)c1ccc(-c2ccc(F)cc2)o1	-5	13	6	6	4	-8	4	4	-10	5
COc1ccc(S(=O)(=O)NC2CC(C)(C)NC(C)(C)C2)cc1C(C)C	-4	3	0	-1	0	-1	-5	-6	-2	7

Part of the list above, with bars between the fields.
Structure | Tn6 DDE FP | ADAM10 inh | SIAE primary | PLCg1 inh | Tn7 DDE FP | TDP2 inh | ADAM17 inh | PLCb3 inh | ASAP1 GAP inh | ARFGAP1 inh
CC1=NNC(=O)C1CC(=O)N/N=C/c1sccc1C (configuration not stated) | -3 | -2 | 2 | 0 | -3 | 6 | -1 | -3 | -1 | -1
CCc1nc2c(OCc3ccc(C(=O)OC)cc3)cccn2c1N(C)C(=O)c1ccc(C)cc1 | 4 | 0 | 1 | 4 | 4 | -2 | -2 | 0 | 2 | -17
O=C(NC1CCCc2ccccc21)C(Cc1ccccc1)NS(=O)(=O)c1cccs1 (configuration not stated) | 0 | -6 | -6 | 0 | 4 | -3 | -4 | 1 | -5 | 10
COc1ccccc1C1=NC(c2ccc(F)cc2)N=C1C (configuration not stated) | 6 | 5 | 7 | 3 | 1 | 8 | 0 | 3 | -6 | 3
